# RGS7-Gao reg: modulates binding of RGS7 to human Galphao | P09471 | Multiplexed bead flow cytometry; actives lie on both sides | binding response (% of control), % at 10 µM | 0.35% of 220,000 active; in the data active = binding response below about 49% or above about 150%; inconclusive = no clear call, values can overlap the other calls; inactive = in between;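 also: fluorescent Galphao held in activated GDP-AlF4 state binding bead-coupled RGS7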
# Avidin bead fluor: compound fluoresces at 488/530 nm on avidin beads; fluorescence (KMESF) at 10 µM; 0.38% of 220,000 active; compound fluorescence 488/530 nm, flow cytometry; active compounds read high; in the data active = fluorescence above about 47; also: inactives centre near 10
# Bcl-XL Bim block: human Bim-Bcl-XL interaction inhibition. Q07817. Bim peptide-Bcl-XL binding, bead flow cytometry, fluorescence. inhibition, % at 10 µM. 0.04% of 190,000 active
# Bim-Bfl-1: disrupts Bim binding to human Bfl-1. inhibition, % at 10 µM. Bead-based flow cytometry, Bim-Bfl-1 binding inhibition. AID 1008. Q16548. 0.12% of 190,000 active;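 also: 0% = wells without compound plus tracer and 100% = blocker peptide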
# RGS4-Gao reg: modulates binding of RGS4 to human Galphao; AID 1415; binding response (% of control), % at 10 µM; 0.33% of 220,000 active; P09471; Multiplexed bead flow cytometry; actives lie on both sides; in the data active = binding response below about 49% or above about 150%; inactive = in between;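 also: fluorescent Galphao activated with aluminum fluoride binding bead-coupled RGS4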
# ABCG2 inh: inhibitors of human ABCG2 transporter, ABCB1 counter-screen | Q9UNQ0 | IgMXP3 cells, JC-1 efflux, flow cytometry | inhibition, % at 6.6 µM | 0.1% of 190,000 active | AID 1325;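 active = inhibition above 80%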;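 also: 0% = DMSO and 100% = nicardipine control wells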
#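 Measure – % inhibition of efflux relative to nicardipine and DMSO · Test system – ABCG2 IgMXP3 and barcoded ABCB1 CCRF-Adr cell mix · Control set – nicardipine as high control, DMSO as low control · Compound – one concentration, 6.6 µM final · Signal – flow cytometry of retained JC-1 fluorescence · Timing – 10 min exposure at 25 °C with rotation, no wash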
# Bcl-W Bim block: human Bim-Bcl-W interaction inhibition. Q92843. bead-based flow cytometry, Bim peptide-Bcl-W binding. inhibition, % at 10 µM. 0.02% of 190,000 active;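 also: 0% = bound tracer without compound and 100% = peptide blocker; higher means less fluorescent Bim peptide bound to Bcl-W beads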
# ABCB1 block: human ABCB1 inhibition, ABCG2 as counter-screen; inhibition, % at 6.6 µM; CCRF-Adr cells, JC-1 efflux, flow cytometry; 0.067% of 190,000 active; AID 1326; P08183; in the data active = inhibition above about 40%;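 also: 0% = vehicle and 100% = reference inhibitor; higher value means more JC-1 retained so stronger ABCB1 efflux block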
# Target sequence (P08183 whole entry, looked up): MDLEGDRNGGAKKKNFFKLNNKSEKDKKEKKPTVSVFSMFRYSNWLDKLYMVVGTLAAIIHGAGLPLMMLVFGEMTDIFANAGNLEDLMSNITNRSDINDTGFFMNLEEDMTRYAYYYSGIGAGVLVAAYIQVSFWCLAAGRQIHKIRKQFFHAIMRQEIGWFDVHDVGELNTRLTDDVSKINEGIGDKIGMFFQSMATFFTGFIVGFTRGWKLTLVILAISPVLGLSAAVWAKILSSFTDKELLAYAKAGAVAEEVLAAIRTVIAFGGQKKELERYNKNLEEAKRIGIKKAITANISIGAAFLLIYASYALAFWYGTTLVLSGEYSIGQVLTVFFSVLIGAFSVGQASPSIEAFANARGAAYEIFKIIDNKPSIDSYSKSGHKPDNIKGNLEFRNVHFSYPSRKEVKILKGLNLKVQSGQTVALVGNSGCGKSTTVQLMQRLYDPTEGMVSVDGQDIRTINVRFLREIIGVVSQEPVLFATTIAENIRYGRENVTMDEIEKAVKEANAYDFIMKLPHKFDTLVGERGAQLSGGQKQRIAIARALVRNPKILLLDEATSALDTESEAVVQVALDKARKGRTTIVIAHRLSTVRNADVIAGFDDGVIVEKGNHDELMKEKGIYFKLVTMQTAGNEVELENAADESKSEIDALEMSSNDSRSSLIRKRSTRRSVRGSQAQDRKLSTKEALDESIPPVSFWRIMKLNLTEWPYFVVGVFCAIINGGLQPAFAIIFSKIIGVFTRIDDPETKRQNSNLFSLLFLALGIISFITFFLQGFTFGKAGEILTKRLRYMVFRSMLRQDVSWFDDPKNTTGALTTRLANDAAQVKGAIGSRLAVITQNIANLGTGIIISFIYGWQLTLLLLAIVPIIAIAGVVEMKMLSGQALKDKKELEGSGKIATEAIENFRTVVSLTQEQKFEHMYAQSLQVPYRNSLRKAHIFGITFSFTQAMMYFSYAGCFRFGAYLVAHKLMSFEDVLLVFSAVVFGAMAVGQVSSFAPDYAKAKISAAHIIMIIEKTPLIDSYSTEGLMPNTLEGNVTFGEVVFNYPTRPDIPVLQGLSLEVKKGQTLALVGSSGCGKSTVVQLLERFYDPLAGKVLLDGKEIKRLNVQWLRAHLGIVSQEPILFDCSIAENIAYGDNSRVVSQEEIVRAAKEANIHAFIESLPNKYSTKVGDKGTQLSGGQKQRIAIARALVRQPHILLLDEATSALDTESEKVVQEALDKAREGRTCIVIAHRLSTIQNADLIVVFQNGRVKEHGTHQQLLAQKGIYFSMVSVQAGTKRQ
# Bcl-B Bim block: human Bim-Bcl-B interaction inhibition; 0.073% of 190,000 active; inhibition, % at 10 µM; bead-based flow cytometry, Bim peptide-Bcl-B binding; Q9HD36; AID 951;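 also: 0% = tracer peptide without compound and 100% = reference inhibitor peptide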
# Bim-Bcl-2: inhibitors of Bim-Bcl-2 interaction, human; P10415; Bead-based flow cytometry, Bim peptide-Bcl-2 binding; inhibition, % at 10 µM; 0.06% of 190,000 active; AID 950; in the data active = inhibition above about 40%; inconclusive = no clear call, values can overlap the other calls;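 also: 0% = no compound wells with probe peptide and 100% = reference peptide inhibitor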
# GSH bead fluor: compound fluoresces at 488/530 nm on GSH beads; 0.25% of 190,000 active; AID 1776; GSH beads flow cytometry, compound fluorescence 488/530 nm; active compounds read high; fluorescence (KMESF) at 10 µM; in the data active = fluorescence above about 89;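 also: glutathione beads carrying GST-tagged Bcl family fusion proteins plus one bare bead set; values are compound well signal with DMSO vehicle wells as background; inactives centre near 16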
# Active calls of the source: *; u = inconclusive; x = no result given. Rule as the data show it, unless noted: active = inhibition above about 40%.
SMILES,RGS7-Gao reg,Avidin bead fluor,Bcl-XL Bim block,Bim-Bfl-1,RGS4-Gao reg,ABCG2 inh,Bcl-W Bim block,ABCB1 block,Bcl-B Bim block,Bim-Bcl-2,GSH bead fluor
CN(C)NC(=O)C(NC(=O)c1ccc(N)cc1)C12CC3CC(CC(C3)C1)C2 (stereo unspecified),91,10,0,-8,93,0,1,0.0,0,-4,12
CC(CCc1ccccc1)NC(=O)CN1CCN(Cc2ccccc2)C1=O (stereo unspecified),99,24,-6,-20,102,16,0,1.4,-10,-8,23
COc1ccc(S(=O)(=O)N2CCCC(C(=O)NCc3ccncc3)C2)cc1 (stereo unspecified),100,7,-4,-12,97,8,3,-0.5,-11,-7,12
COc1ccc(OCCC(=O)OCC(=O)NC(=O)NC(C)C)cc1,98,22,-8,-17,99,0,-2,0.1,-10,-7,28
Cc1ccc(S(=O)(=O)N/N=C/c2ccc(OCC(=O)Nc3ccccc3Cl)cc2)cc1,99,9,0,-6,97,0,1,-0.1,-4,-6,8
O=C(c1ccc([N+](=O)[O-])cc1[N+](=O)[O-])n1cnc2ccccc21,98,11,-3,-3,101,4,0,1.2,-3,-1,16
CC1CCCCN1CC(=O)Nc1ccc2c(c1)OC(F)(F)O2 (stereo unspecified),100,10,-2,-5,99,1,0,0.2,-4,-4,24
S=C(Nc1cccc(Br)c1)c1ccccc1,100,3,-7,-1,96,-2,0,-0.3,-6,-5,6
CC(C)CN1CN(Cc2ccccc2)CNC1=S,104,8,-7,-1,104,6,-3,0.9,-4,0,10
O=C(Nc1ccccc1)c1ccc(S(=O)(=O)N2CCOCC2)cc1,98,7,-9,-11,95,2,1,0.1,-5,-9,59
O=C(/C=C/c1cccc([N+](=O)[O-])c1)NCCSCc1cccc(Cl)c1,93,18,-4,-10,96,6,-3,0.4,-5,-2,13
Cc1cc(C)nc(Nc2n[nH]c(COc3cccc4ccccc34)n2)n1,96,11,0,-3,95,-7,0,-5.1,0,1,29

# Already shown: 7 of the compounds above.
SMILES,RGS7-Gao reg,Avidin bead fluor,Bcl-XL Bim block,Bim-Bfl-1,RGS4-Gao reg,ABCG2 inh,Bcl-W Bim block,ABCB1 block,Bcl-B Bim block,Bim-Bcl-2,GSH bead fluor
COc1ccc(OCCC(=O)OCC(=O)NC(=O)NC(C)C)cc1,98,22,-8,-17,99,0,-2,0.1,-10,-7,28
Cc1ccc(S(=O)(=O)N/N=C/c2ccc(OCC(=O)Nc3ccccc3Cl)cc2)cc1,99,9,0,-6,97,0,1,-0.1,-4,-6,8
O=C(c1ccc([N+](=O)[O-])cc1[N+](=O)[O-])n1cnc2ccccc21,98,11,-3,-3,101,4,0,1.2,-3,-1,16
CC1CCCCN1CC(=O)Nc1ccc2c(c1)OC(F)(F)O2 (stereo unspecified),100,10,-2,-5,99,1,0,0.2,-4,-4,24
S=C(Nc1cccc(Br)c1)c1ccccc1,100,3,-7,-1,96,-2,0,-0.3,-6,-5,6
CC(C)CN1CN(Cc2ccccc2)CNC1=S,104,8,-7,-1,104,6,-3,0.9,-4,0,10
O=C(Nc1ccccc1)c1ccc(S(=O)(=O)N2CCOCC2)cc1,98,7,-9,-11,95,2,1,0.1,-5,-9,59

# Further results.
SMILES,RGS7-Gao reg,Avidin bead fluor,Bcl-XL Bim block,Bim-Bfl-1,RGS4-Gao reg,ABCG2 inh,Bcl-W Bim block,ABCB1 block,Bcl-B Bim block,Bim-Bcl-2,GSH bead fluor
O=C(O)CCN(CCC(=O)O)c1nnc(SCc2ccccc2)s1,94,11,1,-6,92,0,2,0.0,-4,-4,12
CCOC(=O)c1ccc2ncc(-c3ccccc3)nc2c1,101,12,-3,-8,104,7,-2,0.7,-12,-6,17
Cc1cc(C)cc(NC(=S)NCc2ccncc2)c1,107,11,2,-5,102,6,2,-0.1,-1,0,9
CCCC(=O)N(CCc1ccc(OC)cc1)Cc1nc2ccccc2c(=O)[nH]1,98,8,-2,-3,101,25,0,2.3,-1,-3,24
Cc1cccc(OCCCn2c(CCNC(=O)C(C)C)nc3ccccc32)c1,x,x,-6,-2,x,2,-4,0.6,-6,7,20
C#CCN1C(=O)S/C(=C/C=C/c2ccc(N(C)C)cc2)C1=O,99,16,-3,-2,103,11,-3,2.7,-9,0,5
Cc1cc(C)nc(NS(=O)(=O)c2ccc(NC(=O)c3ccc(N4C(=O)CCC4=O)cc3)cc2)n1,98,1,1,4,104,0,1,0.0,-1,5,6
CC1(c2ccc(Cl)cc2)NC(=O)CS1 (stereo unspecified),100,11,2,-2,101,1,5,0.1,0,1,19
N#CC1=C(N)Oc2n[nH]c(-c3cccs3)c2C1c1ccccc1C(=O)O (stereo unspecified),104,9,-6,-4,105,1,-4,-0.1,-8,-2,19
COC(=O)Cc1csc(/N=C/c2c(O)n(-c3cccc(C(F)(F)F)c3)c(=O)c3ccccc23)n1,95,3,-2,6,100,-2,3,-0.1,-11,2,26
CCOC(=O)N(CC)OC(=O)Nc1ccc(Cl)cc1,104,18,-2,-4,101,4,-4,0.8,-1,-5,13
CS(=O)(=O)N1CCN=C1SCc1ccc([N+](=O)[O-])cc1,102,6,-3,-4,102,12,-1,1.9,-4,-4,19
O=C(Nc1ccc2c(c1)C(=O)N(c1ccccc1)C2=O)c1cccs1,95,12,0,-3,101,8,0,0.5,-1,0,26
COC(=O)c1ccccc1Sc1ncnc2onc(C)c12,98,9,1,-4,96,3,0,0.2,-1,-2,13
Cc1cc(C)cc(NC(=O)C(NCC2CCCO2)c2ccccc2)c1 (stereo unspecified),104,14,-1,-15,101,9,-2,1.1,-5,-5,11
Cc1nn(C)c(C)c1CN(Cc1nc(-c2ccc(F)cc2F)oc1C)C1CC1,99,9,0,-3,102,2,0,1.1,-9,0,26
CS(=O)(=O)N(CC(=O)NCCSCc1ccccc1)c1ccccc1,97,10,-4,-9,102,0,0,0.1,-5,-6,9
Cc1noc(C)c1COC(=O)c1ccccc1Oc1ccccc1,103,5,-2,0,110,5,3,1.2,-2,-1,8
Cc1cc(C)cc(NC(=O)Cn2c(=O)oc3cc(S(=O)(=O)N4CC(C)CC(C)C4)ccc32)c1 (stereo unspecified),101,6,0,-13,103,0,1,0.4,-6,-8,20
O=C(O)C(Cc1ccccc1)N1Cc2ccccc2C1=O (stereo unspecified),101,10,-4,-5,101,2,0,0.2,-9,-4,10
COc1ccc(-c2cc(C(=O)N3CCN(C(c4ccccc4)c4ccccc4)CC3)no2)cc1,94,8,0,-1,94,9,-1,1.4,1,1,33
O=C(CSc1nnc(-c2ccncc2)n1-c1ccccc1)N1CCN(c2ccc(Cl)cc2)CC1,99,6,-7,-6,100,6,2,1.6,-3,-2,16
Cc1cccc(Cn2c(=O)n(Cc3ccco3)c(=O)c3ccccc32)c1,94,3,-1,-8,96,8,6,2.2,-12,-8,39
O=C(Nc1cccc(S(=O)(=O)N2CCCCC2)c1)Nc1ccc(Cl)cc1Cl,100,11,-1,-14,101,4,-2,0.0,-1,-7,8

# One compound at a time, as listed above. Order of screens: RGS7-Gao reg	Avidin bead fluor	Bcl-XL Bim block	Bim-Bfl-1	RGS4-Gao reg	ABCG2 inh	Bcl-W Bim block	ABCB1 block	Bcl-B Bim block	Bim-Bcl-2	GSH bead fluor
# COC(=O)c1ccccc1Sc1ncnc2onc(C)c12 as listed: 98	9	1	-4	96	3	0	0.2	-1	-2	13
# Cc1cc(C)cc(NC(=O)C(NCC2CCCO2)c2ccccc2)c1 (stereo unspecified) as listed: 104	14	-1	-15	101	9	-2	1.1	-5	-5	11

# New compounds follow:
SMILES,RGS7-Gao reg,Avidin bead fluor,Bcl-XL Bim block,Bim-Bfl-1,RGS4-Gao reg,ABCG2 inh,Bcl-W Bim block,ABCB1 block,Bcl-B Bim block,Bim-Bcl-2,GSH bead fluor
C=CCSC1=N/C(=C/c2ccsc2)C(=O)N1c1ccccc1,100,5,-4,0,101,-1,-1,-1.1,-4,-1,8
Fc1ccc2c(c1)C(c1ccncc1)=NNC(c1cccnc1)=N2,103,10,-2,-2,96,2,-1,0.9,-3,-4,21
COc1ccc(-c2nn(-c3ccccc3C)cc2CNCCc2cnc[nH]2)cc1F,106,11,-5,-15,104,1,-2,0.6,-5,-8,56
O=C1c2ccccc2C(=O)N1OCCOCCOCCBr,103,7,4,-6,106,1,1,0.2,-7,-4,47
Cn1cc(CNC(=O)Nc2ccc3c(c2)OCO3)cn1,105,44,-5,-3,100,-1,-4,-0.1,-1,-7,10
C/C(=N\NC(=O)COc1ccc(C(C)(C)C)cc1)c1ccc(-n2ccnc2)cc1,98,9,-6,-10,99,6,-2,1.8,-4,-9,20
CN1C(=O)N(c2ccccc2)C(Nc2nncs2)C1(C)C (stereo unspecified),92,12,-8,0,80,0,-1,0.1,0,2,8
O=C(O)COc1ccc(Cl)cc1CO,100,6,2,0,104,0,1,-0.1,3,-3,20
C=CCn1c(SCc2cc(=O)n3ccsc3n2)nc2cc(Cl)ccc2c1=O,89,7,3,8,90,47,1,24,2,0,11
Clc1cc(Cl)c2nc(N3CCCCC3)sc2c1,116,34,-3,5,104,0,-2,-0.1,-15,0,15
O=C(CSc1nc(-c2ccccc2)cs1)N1CCc2ccccc21,103,22,3,1,104,1,0,0.0,-3,-6,19
CCOc1cccc(N(C(=O)C2COc3ccccc3O2)C(C(=O)NC2CCCCC2)c2ccc(O)cc2)c1 (stereo unspecified),100,14,-4,3,103,-5,-4,0.2,-2,0,9
CC1CCCC(C)N1S(=O)(=O)c1ccc(NC(=O)c2ccccc2C(=O)N2CCOCC2)cc1 (stereo unspecified),96,13,-8,-14,94,4,-1,0.5,-7,-9,33
O=C(c1cnccn1)N1CCN(c2ccccc2F)CC1,102,11,-6,-5,101,16,-8,-0.1,-6,-3,9
c1ccc2[nH]c(SCc3cscn3)nc2c1,99,16,-6,2,99,1,0,0.0,-17,-5,29
O=C(Nc1ccc(-c2noc(-c3ccccc3F)n2)cc1)c1cccs1,100,6,-7,-21,99,4,-4,-0.3,-5,-5,9
N#CCCN(C(=O)Nc1ccc(Cl)cc1)c1ccccc1,98,4,-7,-1,102,0,0,-0.1,-2,-2,35
CCOC(=O)C1CN(S(=O)(=O)c2ccc(C)cc2)CCN1S(=O)(=O)c1ccc(C)cc1 (stereo unspecified),100,29,-5,-21,102,5,-3,7.0,-14,-13,25
COc1c(Cl)cc(-c2noc(C)c2C(=O)NC(C)C)cc1Cl,100,7,-7,-1,97,12,-3,-0.2,-6,0,12
Cn1[nH]c(-c2ccccc2)c(/C=N/O)c1=O,u,11,-5,-3,108,3,-1,0.1,-7,-4,18
N#Cc1ccccc1NC(=O)COC(=O)c1ccc2c(c1)OCCO2,102,10,-1,-9,99,11,3,-0.2,-7,-9,47
Cc1oc(-c2cccc(Cl)c2)nc1CN1CCC(C(=O)NCCCN2CCCC2=O)CC1,97,6,-4,-10,103,1,0,0.7,-6,-4,24

# Limited to Bcl-B Bim block, for three of the compounds above:
canonical_smiles,Bcl-B Bim block
Cc1oc(-c2cccc(Cl)c2)nc1CN1CCC(C(=O)NCCCN2CCCC2=O)CC1,-6
c1ccc2[nH]c(SCc3cscn3)nc2c1,-17
N#CCCN(C(=O)Nc1ccc(Cl)cc1)c1ccccc1,-2

# Bioassay records (PubChem BioAssay)
